# DYRK1A inh = inhibitors of rat Dyrk1A kinase | Q63470 | hit rate 0.43% among 310,000 | inhibition, % at 12.5 µM | ADP-Glo luminescence, NFATc1 peptide; in the data active = inhibition above about 50%;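 note: plate controls were vehicle with enzyme for no effect and no enzyme for full effect; many of its hits are not listed in these tables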
# GSK3 alpha inh = human GSK-3 alpha kinase inhibition. P49840. hit rate 0.1% among 320,000. AID 2650. inhibition, % at 10 µM. ADP-Glo luminescence, 60 min;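 in the data active = inhibition above about 50%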;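 note: GST-tagged GSK-3 alpha with peptide substrate and 25 µM ATP; 0% = DMSO neutral wells and 100% = GW8510 positive control wells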
# Target sequence (P49840 whole entry, looked up): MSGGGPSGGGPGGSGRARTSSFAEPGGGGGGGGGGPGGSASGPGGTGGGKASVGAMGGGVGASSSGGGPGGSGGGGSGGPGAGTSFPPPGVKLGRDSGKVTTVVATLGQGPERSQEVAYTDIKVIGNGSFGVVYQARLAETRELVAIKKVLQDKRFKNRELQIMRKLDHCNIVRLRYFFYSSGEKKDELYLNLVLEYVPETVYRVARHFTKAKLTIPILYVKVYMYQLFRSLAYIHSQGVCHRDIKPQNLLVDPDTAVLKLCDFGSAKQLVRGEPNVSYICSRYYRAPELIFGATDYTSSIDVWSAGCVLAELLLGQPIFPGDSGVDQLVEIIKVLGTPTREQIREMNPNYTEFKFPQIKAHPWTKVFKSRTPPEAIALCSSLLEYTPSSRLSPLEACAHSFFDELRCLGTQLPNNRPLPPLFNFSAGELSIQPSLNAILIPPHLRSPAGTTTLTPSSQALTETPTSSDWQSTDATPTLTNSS
# Platelet DG rel = platelet dense granule release activity. human platelet-rich plasma, SFLLRN dense granule ATP release, luminescence. inhibition, %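 (compounds screened at 7.5 µM in platelet-rich plasma)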. hit rate 0.22% among 300,000;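 active = mean replicate score, as percent of positive control, at or above 50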
# HSF1 activator = increases HSF-1 driven luciferase reporter signal; NIH3T3-HGL HSF-1 luciferase reporter, MG132, 8 h; 100% = twice DMSO control signal; activation, % at 9 µM; hit rate 1.7% among 300,000; AID 504408;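 active = mean replicate activation of at least 50% with a set share of replicates each reaching 50%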;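 note: 0% = median of the neutral control wells and 100% = twice that signal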
# KLF5 inh = inhibitors of KLF5 expression; AID 1700; DLD-1 KLF5 promoter-luciferase reporter, luminescence; hit rate 0.23% among 290,000; inhibition, % at 5 µM;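 active = inhibition above a per-plate limit of that plate's mean compound inhibition plus 3 SD, cut at about 60% in these data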;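 note: 0% = DMSO wells and 100% = LY294002 at 200 µM; higher means less KLF5 promoter-driven luciferase light; inactives centre near -14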
# HSP90 refold inh = HSP90 refolding inhibition in rabbit reticulocyte lysate; inhibition, % at 5.6 µM; luciferase refolding luminescence, 3 h; hit rate 0.91% among 290,000; AID 1789;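 active = inhibition above the screen-wide mean plus 3 SD, computed separately per campaign, cut at about 16% in these data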;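 note: 0% = DMSO wells and 100% = 60 µM geldanamycin wells; inhibitors lower the luminescence because luciferase stays unfolded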
# HSF1 inh = HSF1 inhibition. hit rate 0.77% among 300,000. activity change, negative = inhibition, % at 7.5 µM (by protocol). AID 2098. NIH3T3-HGL HSE-luciferase, MG132-induced, luminescence 8 h; hits give low values;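 active = more than half of replicate wells show activity change below -50%, luminescence cut by over half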;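 note: luciferase reports HSF-1 transcriptional activity via heat shock element; 0% = median of DMSO wells and -100% = zero luminescence signal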
# IEC-6 cytotox = IEC-6 cytotoxicity, counter-screen for KLF5 inhibitors; luminescence viability; inhibition, % at 5 µM; hit rate 0.78% among 290,000; AID 1825; in the data active = inhibition above about 22%;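 note: 0% = plate median of test compound wells and 100% = cytotoxic reference compound wells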
# GSK3B inh = human GSK3beta kinase inhibition; P49841; GST-GSK3beta kinase, ADP-Glo luminescence, 60 min; hits give low values; activity score (negative = inhibition), % at 10 µM; hit rate 0.038% among 300,000;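 active = more than half of replicate wells score below -50%, meaning over 50% inhibition versus plate controls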;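 note: 0% = median DMSO wells and -100% = median GW8510 positive control wells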
# Target sequence (P49841 whole entry, looked up): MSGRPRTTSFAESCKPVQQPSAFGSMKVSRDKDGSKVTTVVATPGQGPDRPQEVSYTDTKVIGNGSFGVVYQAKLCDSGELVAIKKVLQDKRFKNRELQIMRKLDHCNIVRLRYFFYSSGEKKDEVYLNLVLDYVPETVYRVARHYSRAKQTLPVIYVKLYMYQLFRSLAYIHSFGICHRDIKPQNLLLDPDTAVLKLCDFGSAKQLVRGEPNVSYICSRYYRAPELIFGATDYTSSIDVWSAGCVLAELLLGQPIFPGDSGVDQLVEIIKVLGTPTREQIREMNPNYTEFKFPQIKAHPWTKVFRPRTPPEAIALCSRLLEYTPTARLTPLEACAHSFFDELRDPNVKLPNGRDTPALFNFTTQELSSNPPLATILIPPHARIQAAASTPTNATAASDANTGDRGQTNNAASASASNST
#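 Assay system: GST-fused GSK3beta enzyme, cell-free / Medium: Tris pH 7.5 buffer with MgCl2, DTT, BSA, heparin / Also added: peptide substrate plus 25 µM ATP (final) / Compound: 10 µM single point / Timing: kinase reaction with compound 60 min at room temperature / Detection: ADP-Glo luminescence / Benchmarks: DMSO neutral wells and GW8510 at 20 µM as positive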
# aSyn UTR inh = MLPCN primary screen, SNCA 5' untranslated region. alpha-synuclein 5'UTR reporter, inhibitor activity. inhibition, % (tested at 7.5 µM). hit rate 0.82% among 300,000. AID 1813; in the data active = inhibition above about 60%;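 note: H4 neuroglioblastoma cells stably carrying SNCA 5'UTR luciferase fusion; 0% = DMSO wells and 100% = positive control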
# * marks the source's active call; other numbers are inactive results; . = no result given. The list is partial (hit frequency here may not be typical).
# Value order: DYRK1A inh, GSK3 alpha inh, Platelet DG rel, HSF1 activator, KLF5 inh, HSP90 refold inh, HSF1 inh, IEC-6 cytotox, GSK3B inh, aSyn UTR inh
> O=C(c1ccccc1)N1CCN(Cc2c[nH]c3ccccc23)CC1
    -6, 1, 3, -16, 6, 0, -5, 6, 2, 3
> CCCCCNC(=O)CCCCn1c(=O)[nH]c2cc(OCC)c(OCC)cc2c1=O
    0, 1, -2, 4, 0, 2, -4, 2, -4, 15
> COCCNC(=O)C1CCN(C(=O)C2CC(=O)N(c3ccc(C)cc3)C2)CC1 (stereo not drawn)
    2, -3, 9, 4, -2, -3, -7, 4, ., 0
> Cc1ccc(S(=O)(=O)N(CC(=O)Nc2cccnc2)c2ccc(Br)cc2)cc1
    0, 0, 12, 0, -29, 2, 2, -4, 2, 8
> COc1ccc(-c2cc(C(=O)N3CCCc4ccccc43)no2)cc1
    5, ., 4, 37, -3, -2, 20, 0, 0, -107
> COc1ccc(CCNC(=O)CC(Cc2ccccc2)C(=O)O)cc1OC (stereo not drawn)
    3, -2, -6, -14, -10, 1, -7, -2, 2, 1
> O=C(NC1CCCC1)C1CCC(=O)N1CCc1ccccc1 (stereo not drawn)
    7, -2, -5, -6, -22, 1, -2, -5, -1, 12
> CC(C)Nc1cc(N2CCCC2)ccc1[N+](=O)[O-]
    2, 1, 8, -11, 3, 1, 1, 2, -2, 35
> CCOC(=O)C1=C(CSc2nc(C)ccc2C#N)OC(N)=C(C#N)C1c1cccc(OC)c1OC (stereo not drawn)
    1, -1, 1, -8, 9, 6, -5, 8, 2, -18
> CN(CC(=O)NC(=O)NCc1ccco1)CC(=O)Nc1ccccc1Cl
    ., 4, -8, 0, -12, -3, 7, -1, -1, -2

# Carrying on.
# Value order: DYRK1A inh, GSK3 alpha inh, Platelet DG rel, HSF1 activator, KLF5 inh, HSP90 refold inh, HSF1 inh, IEC-6 cytotox, GSK3B inh, aSyn UTR inh
> CC(Oc1ccccc1)c1ccnc2nc(/N=C/N(C)C)nn12 (stereo not drawn)
    5, 18, 2, -4, -20, -3, 1, 2, 1, 7
> COC(=O)c1c(C(=O)OC)c(-c2cccc(Cl)c2)n2c1CS(=O)(=O)C2
    0, -2, 0, -18, -12, 4, 1, 3, 2, 18
> COc1cc(/C=N/N2C(=O)CSC2=S)cc(Br)c1O
    -4, ., ., ., -2, 2, ., -2, ., .
> CCOC(=O)c1nc2sc3c(c2c(=O)n1C(C)C(=O)OCC)CCCC3 (stereo not drawn)
    -9, -1, -4, -5, -23, 0, 2, -2, 0, -3
> CC1(C)CC(=O)c2c(Cc3ccccc3)n[nH]c2C1
    2, -2, 1, -9, -35, -5, -2, -7, 4, 16
> CCOC(=O)CC(NC(=O)c1ccccc1F)c1ccc(C)cc1 (stereo not drawn)
    3, 0, -1, -26, -15, 3, -8, -3, 3, 2
> O=C(NCCc1ccc(F)cc1)N[C@@H](Cc1ccccc1)C(=O)O
    -6, 0, -1, -25, -29, -3, -10, -9, -1, -14
> Cc1cccc(NC(=O)CCCCCN2C(=O)c3ccccc3C2=O)n1
    6, 0, 0, 1, 16, 2, 5, 6, 5, -7
> COc1cc(COc2ccc3c(C)c(CC(=O)O)c(=O)oc3c2C)cc(OC)c1OC
    -4, -6, 4, -1, -20, 2, -6, 4, 2, 6
> NC(=O)COC(=O)CNC(=O)c1cc(Cl)cc([N+](=O)[O-])c1
    0, 0, 2, 8, -19, 4, -8, -2, 2, 4

# 5 successive records already listed:
# Value order: DYRK1A inh, GSK3 alpha inh, Platelet DG rel, HSF1 activator, KLF5 inh, HSP90 refold inh, HSF1 inh, IEC-6 cytotox, GSK3B inh, aSyn UTR inh
> O=C(c1ccccc1)N1CCN(Cc2c[nH]c3ccccc23)CC1
    -6, 1, 3, -16, 6, 0, -5, 6, 2, 3
> CCCCCNC(=O)CCCCn1c(=O)[nH]c2cc(OCC)c(OCC)cc2c1=O
    0, 1, -2, 4, 0, 2, -4, 2, -4, 15
> COCCNC(=O)C1CCN(C(=O)C2CC(=O)N(c3ccc(C)cc3)C2)CC1 (stereo not drawn)
    2, -3, 9, 4, -2, -3, -7, 4, ., 0
> Cc1ccc(S(=O)(=O)N(CC(=O)Nc2cccnc2)c2ccc(Br)cc2)cc1
    0, 0, 12, 0, -29, 2, 2, -4, 2, 8
> COc1ccc(-c2cc(C(=O)N3CCCc4ccccc43)no2)cc1
    5, ., 4, 37, -3, -2, 20, 0, 0, -107

# Further compounds follow:
# Value order: DYRK1A inh, GSK3 alpha inh, Platelet DG rel, HSF1 activator, KLF5 inh, HSP90 refold inh, HSF1 inh, IEC-6 cytotox, GSK3B inh, aSyn UTR inh
> COc1ccc(NC(=O)C2CCN(C(=O)c3ccccc3)CC2)c(OC)c1
    0, -1, ., ., -17, -3, ., -9, ., .
> Cc1ccc(S(=O)(=O)Oc2ccc(C(c3c(C)[nH][nH]c3=O)c3c(C)[nH][nH]c3=O)cc2)cc1
    3, 2, -4, 22, -13, 12, 6, -2, 30, 22
> CCn1c(=O)c2cc(C(=O)NCC(OC)OC)sc2c2ccccc21
    2, -2, 0, -9, 8, 5, 5, 14, 1, -15
> CC(C)c1nnc(NC(=O)CCC(=O)NCc2ccc3c(c2)OCO3)s1
    5, ., 6, -13, -25, 4, -2, 2, -2, -3
> CCCC1(C(=O)OCC)NC(c2ccc(O)cc2)C2C(=O)N(c3ccc4c(c3)OCCO4)C(=O)C21 (stereo not drawn)
    -5, -3, 2, 16, -7, 2, 0, -2, 1, -4
> COc1ccccc1NC(=O)c1csc2c1CCC(C)C2 (stereo not drawn)
    1, -3, -4, -22, 6, -3, -4, 10, -1, -60
> Cc1ccc(-c2cc(C(=O)N/N=C/c3ccco3)[nH]n2)cc1
    11, -1, 7, -4, -38, 22*, 2, 4, 2, -22
> Cc1onc(-c2ccccc2)c1C(=O)NCc1ccc2c(c1)OCO2
    ., 0, -3, -11, -25, 1, 10, -4, 3, 32
> NC(=O)c1ccccc1OCC(=O)N1CCc2ccccc2C1
    1, -1, -2, -11, -14, -1, -1, 0, 0, 2
> Nc1ccc(C(=O)Nc2ccc3nc(-c4ccncc4)[nH]c3c2)cc1
    0, 1, 8, 9, -16, 0, 0, -1, -2, -12

# Among those listed so far, these have bromine:
# Value order: DYRK1A inh, GSK3 alpha inh, Platelet DG rel, HSF1 activator, KLF5 inh, HSP90 refold inh, HSF1 inh, IEC-6 cytotox, GSK3B inh, aSyn UTR inh
> Cc1ccc(S(=O)(=O)N(CC(=O)Nc2cccnc2)c2ccc(Br)cc2)cc1
    0, 0, 12, 0, -29, 2, 2, -4, 2, 8
> COc1cc(/C=N/N2C(=O)CSC2=S)cc(Br)c1O
    -4, ., ., ., -2, 2, ., -2, ., .

# Next section.
mol | DYRK1A inh | GSK3 alpha inh | Platelet DG rel | HSF1 activator | KLF5 inh | HSP90 refold inh | HSF1 inh | IEC-6 cytotox | GSK3B inh | aSyn UTR inh
CC(=O)N[C@@H](Cc1c[nH]c2ccccc12)C(=O)OCC(=O)NCc1ccc2c(c1)OCO2 | . | -2 | -4 | -12 | 8 | 3 | 9 | 2 | -1 | 35
Cc1ccc(C)c(N(C)C(=O)c2coc(=O)c3ccccc23)c1 | -2 | -1 | -2 | 27 | -16 | 1 | -3 | 0 | -1 | -14
Cc1ccc(C(=O)CSc2nc3ccc(C(=O)NCCN4CCCCC4)cc3c(=O)[nH]2)cc1 | 40 | 0 | 2 | -8 | . | . | 11 | . | 1 | -17
CC(C)n1nc(C(=O)Nc2nnc(C3CC3)s2)c2ccccc2c1=O | 4 | 0 | 0 | 0 | -12 | -2 | 0 | -3 | 1 | 2
CNC(=S)N1CCN(c2nc3ccccc3s2)CC1 | 4 | 1 | -3 | 26 | -118 | 3 | 13 | 4 | 1 | -75
CCc1ccc(OCC(=O)NC(=S)Nc2ccc(F)cc2)c(Br)c1 | -6 | -3 | -5 | -4 | 1 | 1 | -2 | -1 | 1 | -46
CCOC(CNC(=O)c1cc(C)nn1-c1ccccc1)OCC | -1 | -1 | 3 | 2 | -14 | 1 | 2 | 0 | -1 | -15
CNC(=O)c1cc(Nc2nnc(-c3ccc(O)cc3)c3ccccc23)ccc1OC | 0 | -2 | 1 | 0 | 3 | 5 | -5 | 7 | 3 | 32
COc1ccc2oc(C(=O)N3CCN(c4ncccn4)CC3)c(C)c2c1 | -2 | 1 | -5 | 0 | -23 | 3 | -5 | -2 | 2 | -13
CN(C(=O)COc1cc(=O)n(C)c2ccccc12)c1cccc(Cl)c1 | 4 | -3 | -2 | -6 | -18 | 0 | 10 | 3 | 0 | -23
Cc1ccc(NS(=O)(=O)c2ccc(C(=O)N3CCCN(C)CC3)cc2)cc1 | -2 | -2 | 5 | -5 | -32 | 0 | -4 | -1 | 2 | 19
CCn1cc(C(=O)NCCC2=CCCCC2)c(=O)c2cc(S(=O)(=O)N(C)C)ccc21 | -2 | 2 | -2 | 7 | -12 | 4 | -1 | 3 | 1 | -7
CCc1ccc(S(=O)(=O)NCCc2csc(-c3cccnc3)n2)s1 | 0 | -2 | 0 | 2 | -19 | -1 | 5 | 1 | 2 | -28
COc1ccc(CCNC(=O)c2cc3c(F)cccc3s2)cc1OC | 9 | -1 | 3 | 13 | -7 | -4 | -2 | 5 | 2 | 13
CC1CCN(C(=O)CSc2nnc(CNC(=O)c3ccco3)o2)CC1 | 0 | -2 | -4 | 2 | -20 | 4 | -3 | 8 | -1 | -6
N#CCCn1nc(-c2ccc(Br)cc2)cc1Nc1ccccc1NC(=O)C(F)(F)F | 4 | -3 | -8 | -8 | -15 | -1 | -8 | 1 | 2 | -53
COc1ccc(S(=O)(=O)N2CCCN(CC(=O)Nc3ccc(OC)c(Cl)c3)CC2)cc1 | -1 | -1 | 9 | -8 | -85 | 0 | 5 | 4 | 1 | 16
Cc1occc1C(=O)Nc1ccc(S(=O)(=O)N2CCN(C)CC2)cc1 | 2 | -9 | -9 | 39 | -8 | 7 | 1 | 4 | 0 | -55
Cc1ccc(S(=O)(=O)N2CCOCC2)cc1C(=O)N1C(=O)c2cccc(N)c2C1=O | 2 | -1 | 2 | -11 | -5 | 3 | 1 | -2 | -3 | -6
Cc1cccc(NC(=O)C2CCCN2C(=O)OCC(C)C)c1 (stereo not drawn) | -3 | -4 | 7 | . | -20 | 1 | . | 1 | 1 | -6
Cc1c(C(=O)OCC(C)C)[nH]c2c1C(=O)CC(c1ccco1)C2 (stereo not drawn) | 21 | -2 | 1 | -16 | 47 | 3 | -18 | 81* | 1 | 70*
Cc1ccc(NC(=O)C(C)N2CCc3ccccc3C2)cc1 (stereo not drawn) | -3 | -3 | 5 | 17 | -2 | 0 | -2 | 4 | -2 | 10
Cc1ccc(N(CC(=O)NCCc2ccccc2)C(=O)c2csnn2)cc1 | -2 | -1 | 8 | -8 | -18 | 0 | 2 | 1 | -3 | -8

# High-throughput results (PubChem BioAssay)
